High-throughput results from PubChem.
S1P2 blocker: human S1P2 receptor antagonists, primary screen, cell-based | inhibition, % at 5 µM | cell-based S1P2 antagonist assay, inhibition at 5 uM | Sphingosine 1-phosphate receptor 2 (Homo sapiens), O95136 | hit rate 0.21% among 97,000; in the data active means inhibition above about 45%;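 further: CRE beta-lactamase reporter cells expressing human S1P2 stimulated with S1P; 0% = agonist at EC80 alone and 100% = agonist plus reference antagonist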
Target sequence (O95136 whole entry, looked up): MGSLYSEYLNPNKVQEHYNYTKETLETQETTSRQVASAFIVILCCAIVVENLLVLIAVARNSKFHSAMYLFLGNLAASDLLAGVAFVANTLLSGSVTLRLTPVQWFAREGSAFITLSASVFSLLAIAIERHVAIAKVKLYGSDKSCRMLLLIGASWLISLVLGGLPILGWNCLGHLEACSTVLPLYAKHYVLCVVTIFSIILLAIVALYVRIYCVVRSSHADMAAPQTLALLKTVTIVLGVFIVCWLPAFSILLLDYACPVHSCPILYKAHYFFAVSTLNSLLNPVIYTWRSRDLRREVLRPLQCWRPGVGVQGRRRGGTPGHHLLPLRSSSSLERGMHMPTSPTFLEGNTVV
sEH inh: soluble epoxide hydrolase inhibitors, primary screen, biochemical, human sEH; Bifunctional epoxide hydrolase 2 (Homo sapiens), P34913; recombinant human sEH enzymatic activity assay; inhibition, % at 2 µM; hit rate 0.34% among 91,000; AID 707, 2007; in the data active means inhibition above about 80%; further: values of inactives mirror those of a sister screen read the other way; many of its hits are not listed in these tables
Target sequence (P34913 whole entry, looked up): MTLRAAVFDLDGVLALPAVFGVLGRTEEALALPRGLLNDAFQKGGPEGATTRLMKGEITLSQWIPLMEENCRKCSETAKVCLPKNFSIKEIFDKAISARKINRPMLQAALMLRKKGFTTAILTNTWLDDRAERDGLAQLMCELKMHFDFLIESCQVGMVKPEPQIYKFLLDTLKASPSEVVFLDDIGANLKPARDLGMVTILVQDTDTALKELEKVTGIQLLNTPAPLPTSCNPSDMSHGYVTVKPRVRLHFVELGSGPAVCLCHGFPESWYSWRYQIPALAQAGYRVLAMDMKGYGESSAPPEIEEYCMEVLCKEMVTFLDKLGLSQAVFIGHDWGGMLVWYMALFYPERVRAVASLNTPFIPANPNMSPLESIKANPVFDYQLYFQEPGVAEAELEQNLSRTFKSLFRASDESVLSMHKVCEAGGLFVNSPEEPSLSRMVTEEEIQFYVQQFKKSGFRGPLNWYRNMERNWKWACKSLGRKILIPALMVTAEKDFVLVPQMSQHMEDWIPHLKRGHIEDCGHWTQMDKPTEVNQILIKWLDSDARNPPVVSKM
Lung fibro prol: antiproliferative effect on LL 47 fibroblasts – human, LL 47 cells, CellTiter-Glo luminescence, primary screen; viability, % at 10 µM; LL 47 human lung fibroblast viability, ATP luminescence; stronger effect = lower value; hit rate 1.1% among 85,000;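 active means viability at or below 50% in the single dose screen; inactive means viability above 50%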;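 further: compound exposure lasted 72 h before the ATP readout; 100% = median luminescence of untreated cell-only wells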
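material = human LL 47 lung fibroblast cells | dosing = compounds added from tenfold dosing solution, 0.1% DMSO final | timing = overnight cell rest, 72 h compound treatment at 37 °C | measured by = CellTiter-Glo luminescence measuring cellular ATP | evaluation = % viability versus median cells-only luminescence | control set = cell-only wells, no compound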
PostGolgi ctrl: growth inhibition of yeast control strain, primary screen, counter-screen for post-Golgi transport modulator project | efflux-deficient yeast background strain, growth absorbance A615, 16 h | inhibition, % at 10 µM | hit rate 5% among 98,000 | AID 738, 2007; in the data active means inhibition above about 30%
PTPN22 act: LYP phosphatase activators, primary screen, biochemical, DiFMUP fluorescence, 2 µM; Tyrosine-protein phosphatase non-receptor type 22 (Homo sapiens), Q9Y2R2; AID 697, 2007; hit rate 0.11% among 96,000; activation, % at 2 µM; recombinant LYP; 0 = plate median, 100 = signal doubled;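 active means activation at 2 µM above a set limit, the mean plus 5 SD, cut at about 37% in these data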
sEH activator: soluble epoxide hydrolase activators, primary screen, biochemical, human sEH | activation, % at 2 µM | AID 717, 2007 | Bifunctional epoxide hydrolase 2 (Homo sapiens), P34913 | purified human sEH enzymatic activity, activator screen | hit rate 0.04% among 91,000; in the data active means activation above about 37%; further: values of inactives mirror those of a sister screen read the other way
S1P2 ag: S1P2 receptor agonists, primary screen, cell-based | Sphingosine 1-phosphate receptor 2 (Homo sapiens), O95136 | activation, % at 4.5 µM | hit rate 0.46% among 97,000 | AID 729, 2007 | S1P2-expressing cell line, agonist reporter read-out; in the data active means activation above about 16%;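 further: 0% = vehicle low control and 100% = maximal reference agonist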
HUVEC prolif 384: inhibitors of HUVEC proliferation, primary screen, cell-based, 384-well. viability, % at 10 µM (by protocol). hit rate 1.1% among 86,000. CellTiter-Glo luminescence, 72 h; stronger effect = lower value;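 active means viability at or below 30%; inactive means viability above 30%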;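 further: 100% = median luminescence of DMSO-only cell control wells on each plate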
H69AR inhibit: proliferation blockers of H69AR lung cancer cells, primary screen, cell-based, human, 86K library; H69AR lung tumor viability, ATP luminescence, 72 h; stronger effect = lower value; viability, % at 10 µM; hit rate 6% among 85,000;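 active means viability at or below 40%; inactive means viability above 40%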;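 further: multidrug resistant small cell line overexpressing MRP-1 efflux transporter; 100% = mean luminescence of untreated control wells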
* hit, by the source's call. An excerpt; count on the stated rates, not on these rows.

Screening Cc1c(Cl)cccc1NC(=O)c1ccc(-n2ccnc2)nc1 returned S1P2 blocker 4.9, sEH inh 3.2, PostGolgi ctrl 33.9*, PTPN22 act 1.6, sEH activator -2.7 and S1P2 ag -5.5.
Screening COc1cccc(C(=O)OCCN2CCCCC2)c1 returned S1P2 blocker -10.1, sEH inh 5.4, Lung fibro prol 93.4, PTPN22 act -2.9, sEH activator -2.3, S1P2 ag -2.5, HUVEC prolif 384 96.2 and H69AR inhibit 85.3.
`Cc1nn(C(C)(C)C)c(OC(=O)c2ccc3c(c2)OCO3)c1S(=O)(=O)c1ccccc1` gave S1P2 blocker 9.0, sEH inh -7.0, Lung fibro prol 99.8, PostGolgi ctrl 36.5*, PTPN22 act -8.0, sEH activator 8.8, S1P2 ag -10.0, HUVEC prolif 384 82.9 and H69AR inhibit 75.8.
`COc1ccc(C(O)P(=O)(OC2CCCCC2)c2ccc(N(C)C)cc2)cc1OC` (configuration not stated) gave S1P2 blocker 22.5, sEH inh -14.1, Lung fibro prol 107.6, PostGolgi ctrl 1.3, PTPN22 act -0.4, sEH activator 12.6, S1P2 ag -6.7, HUVEC prolif 384 103.5 and H69AR inhibit 81.7.
Screening O=C(CCC(=O)c1cccs1)OCC(=O)c1ccc(Cl)s1 returned Lung fibro prol 105.8, PostGolgi ctrl 14.0, HUVEC prolif 384 94.1 and H69AR inhibit 103.7.
Screening COC(=O)Cn1c(C)c(C#N)c2ccccc21 returned S1P2 blocker 1.1, sEH inh 9.3, Lung fibro prol 99.6, PTPN22 act -5.3, sEH activator -9.3, S1P2 ag -3.5, HUVEC prolif 384 96.4 and H69AR inhibit 87.7.
For O=C(NC1CCCc2ccccc21)C1CCN(S(=O)(=O)c2cnc[nH]2)CC1 (configuration not stated) the results were S1P2 blocker -11.2, sEH inh 7.3, Lung fibro prol 91.3, PostGolgi ctrl -7.2, PTPN22 act -4.6, sEH activator -4.2, S1P2 ag -4.2, HUVEC prolif 384 76.4 and H69AR inhibit 88.0.
Screening COc1cc2c(cc1OC)C1(Nc3c-2c(C)nn3-c2ccccc2)C(=O)Nc2ccccc21 (configuration not stated) returned S1P2 blocker -29.1, sEH inh 1.4, Lung fibro prol 106.2, PostGolgi ctrl 0.8, PTPN22 act 1.3, sEH activator -4.0, S1P2 ag 2.6, HUVEC prolif 384 98.4 and H69AR inhibit 101.0.
For O=C(O)CCSCC(=O)Nc1c(C(=O)C2CC2)oc2ccccc12 the results were S1P2 blocker 26.2, sEH inh -18.1, Lung fibro prol 105.1, PostGolgi ctrl -10.8, PTPN22 act -4.7, sEH activator 18.3, S1P2 ag 0.4, HUVEC prolif 384 93.9 and H69AR inhibit 88.7.
Screening COc1ccc(OC)c(NC(=O)c2ccc(CN3CCOCC3)cc2)c1 returned Lung fibro prol 94.1, PostGolgi ctrl 23.5, HUVEC prolif 384 100.3 and H69AR inhibit 87.5.
For COc1ccc(NC(=O)CSc2nnc(-c3ccncc3)n2CC2CCCO2)c(OC)c1 (configuration not stated) the results were S1P2 blocker 3.9, sEH inh -2.4, Lung fibro prol 98.4, PostGolgi ctrl 11.0, PTPN22 act 12.7, sEH activator 5.5, S1P2 ag -0.8, HUVEC prolif 384 95.9 and H69AR inhibit 85.2.
Screening COc1cc(OC)c(NC(=S)Nc2cccc(C(C)=O)c2)cc1Cl returned S1P2 blocker -9.8, sEH inh 13.6, PostGolgi ctrl 5.2, PTPN22 act -4.3, sEH activator -13.8 and S1P2 ag -2.3.
For Cn1ccnc1Sc1nc(Nc2cccc(Cl)c2)nc(N2CCOCC2)n1 the results were S1P2 blocker -36.1, sEH inh 8.7, Lung fibro prol 76.3, PostGolgi ctrl 10.7, PTPN22 act -3.7, sEH activator -9.0, S1P2 ag -3.5, HUVEC prolif 384 76.3 and H69AR inhibit 59.9.
For COc1ccc(OC)c(/C=N\NC(=O)CSc2nnc(CCCc3ccc(OC)c(C)c3)o2)c1 the results were S1P2 blocker 2.3, sEH inh 7.6, PostGolgi ctrl 19.1, PTPN22 act -6.6, sEH activator -5.7 and S1P2 ag -4.4.
Screening COc1ccc(OCCCC(=O)Nc2cc([N+](=O)[O-])ccc2C)cc1 returned S1P2 blocker 15.9, sEH inh -3.7, PostGolgi ctrl 10.8, PTPN22 act -2.3, sEH activator 4.8 and S1P2 ag -1.3.
Screening COc1cccc2c(=O)n(CC(=O)Nc3ccccc3F)ccc12 returned S1P2 blocker -34.6, sEH inh 0.2, Lung fibro prol 92.6, PostGolgi ctrl -2.8, PTPN22 act 6.7, sEH activator -1.2, S1P2 ag -2.6, HUVEC prolif 384 99.1 and H69AR inhibit 95.6.
Screening c1ccc2c3nnc4n(c-3nc2c1)CCCS4 returned S1P2 blocker -17.8, sEH inh 5.0, Lung fibro prol 97.5, PostGolgi ctrl 21.3, PTPN22 act 8.5, sEH activator 0.3, S1P2 ag -2.9, HUVEC prolif 384 88.0 and H69AR inhibit 105.6.
Screening Cc1cc(C)n2nc(C(=O)OCC(=O)Nc3ccc4c(c3)OCO4)nc2n1 returned S1P2 blocker 7.0, sEH inh -10.4, Lung fibro prol 95.9, PostGolgi ctrl 7.5, PTPN22 act 1.3, sEH activator 11.0, S1P2 ag -9.3, HUVEC prolif 384 88.3 and H69AR inhibit 96.3.
COC(=O)CN1C(=O)S/C(=C/c2ccc(N3CCCCC3)o2)C1=O was read as S1P2 blocker 33.0, sEH inh 32.6, PostGolgi ctrl -0.6, PTPN22 act -2.6, sEH activator -29.8 and S1P2 ag -5.2.
CN(C)c1ccc(C(=O)Nc2nc3c(s2)CCCC3)cc1 was read as S1P2 blocker 6.5, sEH inh -8.4, PostGolgi ctrl 27.1, PTPN22 act -17.1, sEH activator 8.2 and S1P2 ag -6.2.
`COc1ccc(C2CC(c3cccs3)=Nc3ccccc3S2)cc1` (configuration not stated) gave S1P2 blocker -3.8, sEH inh -6.7, Lung fibro prol 88.6, PTPN22 act 5.5, sEH activator 8.2, S1P2 ag -1.5, HUVEC prolif 384 77.1 and H69AR inhibit 17.4*.
Screening Cc1ccc(-n2c(C)csc2=N)cc1 returned S1P2 blocker 10.7, sEH inh -7.6, PostGolgi ctrl 6.1, PTPN22 act -1.7, sEH activator 10.9 and S1P2 ag -2.4.
For CCOC(=O)c1sc(NC(=O)C2CCCO2)c(C(=O)OC)c1C (configuration not stated) the results were S1P2 blocker 8.7, sEH inh -3.5, Lung fibro prol 98.9, PTPN22 act 6.4, sEH activator 1.6, S1P2 ag -1.8, HUVEC prolif 384 96.5 and H69AR inhibit 94.2.
Screening CCCCCOC(=O)CSc1nc2c(c(=O)[nH]c(=O)n2C)n1Cc1ccc(Cl)cc1 returned S1P2 blocker -0.6, sEH inh -6.8, PostGolgi ctrl 7.1, PTPN22 act -8.9, sEH activator 6.6 and S1P2 ag -3.0.

Pulled by structure from the list above (3):
Screening Cc1ccc(-n2c(C)csc2=N)cc1 returned S1P2 blocker 10.7, sEH inh -7.6, PostGolgi ctrl 6.1, PTPN22 act -1.7, sEH activator 10.9 and S1P2 ag -2.4.
For Cn1ccnc1Sc1nc(Nc2cccc(Cl)c2)nc(N2CCOCC2)n1 the results were S1P2 blocker -36.1, sEH inh 8.7, Lung fibro prol 76.3, PostGolgi ctrl 10.7, PTPN22 act -3.7, sEH activator -9.0, S1P2 ag -3.5, HUVEC prolif 384 76.3 and H69AR inhibit 59.9.
For COc1ccc(OC)c(/C=N\NC(=O)CSc2nnc(CCCc3ccc(OC)c(C)c3)o2)c1 the results were S1P2 blocker 2.3, sEH inh 7.6, PostGolgi ctrl 19.1, PTPN22 act -6.6, sEH activator -5.7 and S1P2 ag -4.4.

(more compounds)
`CCOc1cc(/C=N\NC(=O)c2ccc(NC(=O)CC)cc2)ccc1OC(=O)c1ccccc1` gave S1P2 blocker 2.7, sEH inh 9.0, PostGolgi ctrl 8.9, PTPN22 act -1.1, sEH activator -6.0 and S1P2 ag -2.0.
For CCOC(=O)CSc1nnc(-c2c[nH]c3ccccc23)n1CC the results were S1P2 blocker 8.6, Lung fibro prol 95.4, PostGolgi ctrl 15.9, S1P2 ag -4.4, HUVEC prolif 384 95.9 and H69AR inhibit 91.9.
For O=C(CSc1nc2c(c(C(F)(F)F)n1)CCc1ccccc1-2)NCc1ccc(F)cc1 the results were S1P2 blocker 8.3, sEH inh 10.3, Lung fibro prol 77.0, PTPN22 act 5.3, sEH activator -6.8, S1P2 ag -4.2, HUVEC prolif 384 49.7 and H69AR inhibit 50.5.
For CC(C)(C)c1ccc(S(=O)(=O)NCc2ccc(C(=O)N3CCCC3)cc2)cc1 the results were S1P2 blocker -3.5, sEH inh -1.2, Lung fibro prol 107.1, PostGolgi ctrl -4.2, PTPN22 act -8.2, sEH activator -1.1, S1P2 ag -10.6, HUVEC prolif 384 96.5 and H69AR inhibit 95.6.
Screening Cc1ccc(S(=O)(=O)N2CCC(C(=O)Nc3nnc(COc4ccccc4)s3)CC2)cc1 returned S1P2 blocker 12.9, sEH inh 67.6, Lung fibro prol 93.0, PostGolgi ctrl -0.1, PTPN22 act 0.9, sEH activator -68.3, S1P2 ag -5.3, HUVEC prolif 384 91.1 and H69AR inhibit 50.5.
O=C(CC1SC(=Nc2ccccc2)N(CCCCO)C1=O)NCc1ccccc1 (configuration not stated) was read as S1P2 blocker 21.1, sEH inh 0.8, Lung fibro prol 98.8, PostGolgi ctrl 8.0, PTPN22 act 3.4, sEH activator -0.6, S1P2 ag 0.5, HUVEC prolif 384 93.3 and H69AR inhibit 95.9.
Cc1nnc2n1N=CC=C(c1ccccc1)S2 was read as S1P2 blocker -11.3, sEH inh 4.9, Lung fibro prol 72.1, PostGolgi ctrl -4.8, PTPN22 act 5.2, sEH activator -5.9, S1P2 ag -7.1, HUVEC prolif 384 109.3 and H69AR inhibit 42.0.
`O=C(NNC(=O)c1sc2ccccc2c1Cl)Nc1ccc(Cl)cc1` gave S1P2 blocker 12.1, sEH inh 2.5, PostGolgi ctrl 9.1, PTPN22 act 3.3, sEH activator -5.2 and S1P2 ag -6.1.
Cc1cccc(NC(=O)c2sc(C)nc2C)c1 was read as S1P2 blocker -23.1, sEH inh -4.0, Lung fibro prol 103.6, PTPN22 act 12.3, sEH activator 6.3, S1P2 ag 0.9, HUVEC prolif 384 105.8 and H69AR inhibit 84.0.
For Oc1ccc(CNc2ccccc2O)cc1 the results were S1P2 blocker 9.9, sEH inh 11.7, Lung fibro prol 99.0, PostGolgi ctrl 26.2, PTPN22 act -0.5, sEH activator -13.3, S1P2 ag -1.8, HUVEC prolif 384 81.8 and H69AR inhibit 55.2.
Screening CC(C)CCNC(=O)c1nnc(Cc2ccc(Cl)cc2)o1 returned S1P2 blocker -2.5, sEH inh -4.0, Lung fibro prol 101.3, PostGolgi ctrl 3.0, PTPN22 act -3.4, sEH activator 2.4, S1P2 ag -1.8, HUVEC prolif 384 99.1 and H69AR inhibit 93.5.
Screening COC(=O)[C@H](CCSC)NC(=O)Nc1ccc(C(C)C)cc1 returned S1P2 blocker -15.2, sEH inh 22.8, Lung fibro prol 105.0, PostGolgi ctrl -2.4, PTPN22 act -8.4, sEH activator -24.4, S1P2 ag -12.5, HUVEC prolif 384 120.8 and H69AR inhibit 101.2.
CC(=Nc1ccc(O)cc1)c1sc2ccccc2c1O was read as S1P2 blocker 13.4, sEH inh 9.8, Lung fibro prol 78.2, PostGolgi ctrl -1.6, PTPN22 act -6.6, sEH activator -10.3, S1P2 ag -8.3, HUVEC prolif 384 78.9 and H69AR inhibit 96.8.
